Platelet DG rel – platelet dense granule release activity. 300,000 compounds, 0.22% hits. human platelet-rich plasma, SFLLRN dense granule ATP release, luminescence. inhibition, %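 (compounds screened at 7.5 µM in platelet-rich plasma)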. AID 1663;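 active means mean replicate score, as percent of positive control, at or above 50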
TRPC4 potent – TRPC4 (mouse) allosteric potentiation | Q9QUQ5 | HEK293 TRPC4beta/mu-opioid, DAMGO EC20, Fluo-4 Ca2+ flux; active compounds read high | B-score at 10 µM | 310,000 compounds, 0.42% hits | AID 2227;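 active means B-score of calcium response area above 5 SD of library B-scores, with initial fluorescence ratio within 5 SD of library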;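 further: B-score of integrated fluorescence ratio over time as area under calcium response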
hERG rescue – hERG (human) protection from proarrhythmic block. activation (rescue from dofetilide block), less the hit threshold, % at 10 µM. CHO-hERG, FluxOR thallium flux, dofetilide IC70 present. 310,000 compounds, 0.51% hits;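 active means activation above the mean of controls blocked by dofetilide plus 5 SD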;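 further: thallium influx through hERG after potassium depolarization seen as dye fluorescence rise; in these data hits start at about 4.7%; inactives centre near -7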
Dyrk1A ADPGlo – blocks rat Dyrk1A kinase activity. AID 504441. Q63470. inhibition, % at 12.5 µM. 310,000 compounds, 0.43% hits. ADP-Glo luminescence, NFATc1 peptide; in the data active means inhibition above about 50%;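 further: plate controls were vehicle with enzyme for no effect and no enzyme for full effect; many of its hits are not listed in these tables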
TRPC4 agonist – activators of mouse TRPC4 channel. HEK293 TRPC4beta/mu-opioid, Fluo4 calcium fluorescence; active compounds read high. B-score at 10 µM. AID 2237. 310,000 compounds, 0.49% hits;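 active means B-score above 5 SD of library B-scores, and initial fluorescence ratio not above library mean plus 5 SD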;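 further: positive B-score marks a calcium rise read as TRPC4 activation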
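Material: TRPC4beta and mu-opioid receptor HEK293 stable cells | Incubation: 45 min room-temperature Fluo4 loading, 110 s read | Detection: Kinetic Fluo4 calcium fluorescence | Measure: Integrated baseline-normalised fluorescence ratio, converted to per-well B score | Benchmarks: Low control buffer alone, high control maximal DAMGO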
KCNK3 inh – human KCNK3 channel inhibition, primary screen; O14649; CHO-KCNK3 thallium flux, FluxOR fluorescence; active compounds read low; B-score at 10 µM; 340,000 compounds, 0.84% hits;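 active means B-score under library mean minus 4 SD, starting fluorescence ratio at most library mean plus 5 SD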;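 further: more negative B-score means stronger inhibition of thallium flux through KCNK3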
Target sequence (O14649 whole entry, looked up): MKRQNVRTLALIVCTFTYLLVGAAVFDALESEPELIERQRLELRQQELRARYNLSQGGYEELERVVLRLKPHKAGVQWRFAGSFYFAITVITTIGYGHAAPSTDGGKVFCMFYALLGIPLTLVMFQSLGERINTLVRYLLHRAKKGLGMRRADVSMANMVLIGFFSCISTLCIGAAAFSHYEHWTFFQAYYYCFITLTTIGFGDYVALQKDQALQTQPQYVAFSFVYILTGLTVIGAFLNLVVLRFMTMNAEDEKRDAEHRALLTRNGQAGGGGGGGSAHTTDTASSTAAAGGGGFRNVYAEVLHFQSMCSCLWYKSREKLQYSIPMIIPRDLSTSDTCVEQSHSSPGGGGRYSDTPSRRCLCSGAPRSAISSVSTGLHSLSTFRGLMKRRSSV
TRPC4 inh – inhibitors of mouse TRPC4 channel; HEK293 TRPC4beta/mu-opioid, DAMGO-evoked Fluo4 calcium flux; active compounds read low; B-score at 10 µM; 300,000 compounds, 0.39% hits;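 active means B-score over 3 SD under the library average, no early fluorescence shift, positive overall ratio signal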
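Assay system: HEK293 cells with stable TRPC4beta plus mu-opioid receptor expression. Dosing: single dose. Measured by: Fluo4 Ca2+ flux fluorescence. Also added: DAMGO in two steps, submaximal then maximal. Read-out: B score from integrated Fluo4 fluorescence ratio.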
PolyA inh – inhibitors of polyadenylation in S. cerevisiae; S. cerevisiae SKY197-pL101 polyadenylation reporter, beta-gal luminescence; efflux-impaired pdr1/pdr3 knockout yeast; score 100 = 6 SD above DMSO; calls only at 12 µM; 300,000 compounds, 0.02% hits;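 active means lowest replicate activity score at least 50, where 100 means six control SD above control mean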;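 further: yeast exposed to compound for 9 h at 30 °C; higher score means more reporter readthrough which indicates perturbed polyadenylation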
KCNK9 block – blocks the human KCNK9 two-pore domain potassium channel. Q9NPC2. HEK293 KCNK9, FluxOR thallium flux fluorescence; active compounds read low. B-score at 10 µM. 310,000 compounds, 1.2% hits. AID 488922;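 active means ratio B-score over 3 SD below the library mean, with starting fluorescence within 5 SD of its mean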;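 further: negative B-score means less thallium flux so channel inhibition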
KCNQ1 inh – blocks the human KCNQ1 potassium channel; P51787; CHO-K1 KCNQ1, FluxOR thallium flux fluorescence; active compounds read high; B-score at 10 µM; 310,000 compounds, 1.3% hits; AID 2642;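 active means compounds whose thallium flux B-score, printed positive for inhibition, exceeds three library SD while starting fluorescence stays within three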;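 further: channel opened by potassium depolarization with thallium stimulus after 20 min compound exposure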
Target sequence (P51787 whole entry, looked up): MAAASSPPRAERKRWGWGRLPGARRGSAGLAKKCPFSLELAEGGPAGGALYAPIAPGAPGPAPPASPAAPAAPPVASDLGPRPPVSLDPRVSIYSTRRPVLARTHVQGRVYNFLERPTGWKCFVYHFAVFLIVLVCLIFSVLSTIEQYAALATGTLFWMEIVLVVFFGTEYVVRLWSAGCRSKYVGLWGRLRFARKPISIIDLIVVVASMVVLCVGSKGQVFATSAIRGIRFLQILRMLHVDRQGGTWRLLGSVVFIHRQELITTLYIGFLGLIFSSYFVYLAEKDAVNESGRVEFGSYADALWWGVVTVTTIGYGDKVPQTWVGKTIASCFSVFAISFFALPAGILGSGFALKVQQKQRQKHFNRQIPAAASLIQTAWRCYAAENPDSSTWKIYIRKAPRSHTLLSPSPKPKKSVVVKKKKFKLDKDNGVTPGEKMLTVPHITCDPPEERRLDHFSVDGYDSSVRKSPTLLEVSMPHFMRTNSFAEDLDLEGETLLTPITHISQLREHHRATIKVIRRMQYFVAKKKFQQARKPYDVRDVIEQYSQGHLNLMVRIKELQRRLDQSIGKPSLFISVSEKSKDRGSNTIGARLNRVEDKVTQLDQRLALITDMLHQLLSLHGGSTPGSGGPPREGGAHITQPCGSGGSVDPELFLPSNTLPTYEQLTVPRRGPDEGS
KCNQ1 pot – potentiators or activators of human KCNQ1 potassium channel. P51787. CHO-K1 KCNQ1, thallium flux FluxOR fluorescence; active compounds read high. 310,000 compounds, 0.35% hits. B-score at 10 µM;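 active means fluorescence ratio B-score, a plate-corrected score, at least three library SD, with initial intensity B-score within 5 SD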
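assay system = KCNQ1-transfected CHO-K1 cells | medium = assay buffer with matched DMSO | probe or stimulus = depolarizing K+/Tl+ stimulus, K2SO4 and Tl2SO4 each 12.5 mM in 5x stock | dosing = single dose | incubation = dye 90 min, compound 20 min, room temperature | detection = kinetic FluxOR fluorescence, 10 s baseline plus 110 s post-stimulus | evaluation = ratio B score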
Active calls of the source: *; i = inactive; . = no result given. These rows are one share of the data; the hit share may differ from the screen's.

SMILES	Platelet DG rel	TRPC4 potent	hERG rescue	Dyrk1A ADPGlo	TRPC4 agonist	KCNK3 inh	TRPC4 inh	PolyA inh	KCNK9 block	KCNQ1 inh	KCNQ1 pot
NS(=O)(=O)c1ccc(Nc2nc(-c3cccc([N+](=O)[O-])c3)cs2)cc1	-3	i	-17	12	i	i	i	i	i	i	i
Nc1c(-c2nn[nH]n2)cnn1-c1cc(Cl)cc(Cl)c1	15	i	-3	3	i	i	i	i	i	i	i
CCCn1c(C(C)Nc2nc(-c3ccc(Cl)c([N+](=O)[O-])c3)cs2)nc2ccccc21 (stereo unspecified)	11	i	-10	6	i	i	i	i	i	i	i
COc1ccc(C(CNC(=O)COc2ccc(Cl)c(C)c2)N2CCCCC2)cc1 (stereo unspecified)	-2	i	-9	2	i	i	i	i	i	i	i
Cc1ccc(C(=O)NC(=S)N2CCN(C)CC2)cc1	6	i	-10	5	i	i	i	i	i	i	i
O=C(O)Cn1c(=O)c(F)cn(C2CCCO2)c1=O (stereo unspecified)	-4	i	-14	-2	i	i	i	i	i	i	i
COc1ccc(NC(C)=O)cc1NC(=O)CSc1nnc(-c2ccccn2)n1C	0	i	-10	-7	i	i	i	i	i	i	i
CCC1(O)CC(C(=O)OC)=NN1C(=O)c1ccccc1 (stereo unspecified)	-7	i	-4	4	i	i	i	i	i	i	i
CC(=O)NCCc1nc(-c2ccc(Cl)cc2)no1	-19	i	-7	7	i	i	i	i	i	i	i
C=CCNC(=O)COCc1cc(-c2ccc3c(c2)OCO3)on1	-2	i	-4	1	i	i	i	i	i	i	i
CSc1ncc(Cl)c(C(=O)Nc2ccc(C)c(C)c2)n1	-2	i	-8	2	i	i	i	i	i	i	i
O=C(Oc1ccc(/C=N/n2cnnc2)cc1)c1cccc([N+](=O)[O-])c1	7	i	-6	4	i	i	i	i	i	i	i
O=C(NCc1ccccc1)C(=O)NCC1OCCN1S(=O)(=O)c1ccc(Br)cc1 (stereo unspecified)	1	i	-7	2	i	i	i	.	i	i	i
COc1ccc(CNC(=O)CN=C2NC(=O)C(c3ccccc3)(c3ccccc3)N2)cc1	0	i	-6	12	i	i	i	i	i	i	i
CC(=O)OC(C)C(=O)NS(=O)(=O)c1ccc(C)cc1 (stereo unspecified)	2	i	-6	3	i	i	i	i	i	i	i
COc1cccc(N2CCN(C(=O)NC3CCCCC3)CC2)c1	4	i	-6	0	i	i	i	i	i	i	i
COc1cccc(CN2CCSCC2)c1OC	-8	i	4	14	i	i	i	i	i	i	i
Nc1nc2ccccc2n1C(=O)c1cccs1	16	i	-12	.	i	i	i	i	i	i	i
O=C(O)CC/C(=N\NC(=O)CNC(=O)/C=C/c1ccccc1)c1ccccc1	1	i	-7	5	i	i	i	i	i	i	i
COc1ccc(N(CC(=O)N/N=C/c2cccs2)S(=O)(=O)c2ccc(OC)c(OC)c2)cc1	0	i	-5	0	i	i	i	i	i	i	i
CCCCN(CC(=O)NCCOC)C(=O)Cn1nnc2ccccc21	3	i	-4	.	i	i	i	i	i	i	i
S=c1[nH]nc(Cc2ccccc2)n1-c1ccccc1	-9	i	-11	-13	i	i	i	i	i	i	i
CC(C)Cn1c(=O)c2ccccc2c2ccccc2c1=O	-1	i	-9	.	i	i	i	i	i	i	i
CCCCCOc1ccc(C(=O)NCC(=O)NCC(=O)OCC)cc1	-2	i	-12	-3	i	i	i	i	i	i	i
Cc1cc(C)c(C#N)c(SCS(=O)c2ccc(C(C)(C)C)cc2)n1 (stereo unspecified)	-2	i	-3	-3	i	i	i	i	i	i	i
CCn1c(N)c(C(=O)NC)sc1=S	1	i	-3	-2	i	i	i	i	i	i	i
Cc1cc(C(=O)COC(=O)c2ccco2)c(C)n1Cc1ccco1	4	i	-11	0	i	i	i	i	i	i	i
CC(=O)Nc1ccc(S(=O)(=O)NCC(=O)NNC(=O)c2csc(N3CCOCC3)n2)cc1	16	i	-11	-17	i	i	i	i	i	i	i
COc1cc(NC(=O)CSc2ccccc2)c(C(=O)O)cc1OC	-6	i	-6	3	i	i	i	i	i	i	i
CCCOc1ccc(CN(CCC#N)C(=S)NC(=O)c2ccccc2)cc1	4	i	59*	-2	i	i	i	i	i	i	14*
CC(=O)NC(CC(=O)N1CCCC1)c1ccccc1 (stereo unspecified)	1	i	-7	.	i	i	i	i	i	i	i
CC(=O)N1CCN(c2ccc(C(N)=O)cc2[N+](=O)[O-])CC1	-4	i	-12	.	i	i	i	i	i	i	i
CCc1cc2c(=O)nc3n(c2s1)Cc1ccccc1/C3=C(/O)c1cccc([N+](=O)[O-])c1	12	i	-10	3	i	i	i	i	i	i	i
Cn1c(=O)c2c(nc(SCC(=O)NCc3ccc4c(c3)OCO4)n2Cc2ccc(Cl)cc2)n(C)c1=O	0	i	-9	7	i	i	i	i	i	i	i
CC1(C)OC(=O)C(=CNc2ccccc2)C(=O)O1	-2	i	-8	-1	i	i	i	i	i	i	i
CCOc1cc(Br)c(COc2ccc(C)nc2[N+](=O)[O-])cc1OCC	4	i	-6	-7	i	i	i	i	i	i	i
COc1ccc(N2C(=O)C3C4C=CC(C4)C3C2=O)c(OC)c1 (stereo unspecified)	-2	i	-10	-3	i	i	i	i	i	i	i
COc1ccc2cc(C(=O)C3CCCN(C(=O)CSc4nnc(C)o4)C3)ccc2c1 (stereo unspecified)	-3	i	-10	1	i	i	i	i	i	i	i
COC(=O)c1cc(Cl)nc2ccccc12	-1	i	-11	.	i	i	i	i	i	i	i
Cc1ccc(NC(=O)CSCc2c(C)noc2C)cc1C	2	i	-9	3	i	i	i	i	i	i	i

Two compounds from above, limited to TRPC4 inh.
canonical_smiles,TRPC4 inh
CCCCN(CC(=O)NCCOC)C(=O)Cn1nnc2ccccc21,i
CCn1c(N)c(C(=O)NC)sc1=S,i

Next part
SMILES	Platelet DG rel	TRPC4 potent	hERG rescue	Dyrk1A ADPGlo	TRPC4 agonist	KCNK3 inh	TRPC4 inh	PolyA inh	KCNK9 block	KCNQ1 inh	KCNQ1 pot
O=C(Nc1cc(C(F)(F)F)ccc1N1CCOCC1)C1Cc2ccccc2CN1C(=O)c1ccco1 (stereo unspecified)	-2	i	-13	.	i	i	i	i	i	i	i
OCCC1CN(Cc2cnc(-c3ccccc3)s2)CCN1C1CCCC1 (stereo unspecified)	1	i	-6	-2	i	i	i	i	i	i	i
COc1ccc(C(=O)Nc2ccc(NC(=O)C3CC3)cn2)cc1	14	i	-3	-7	i	i	i	i	i	i	i
CC1CCCC(NS(=O)(=O)c2cc(Br)cnc2N)C1C (stereo unspecified)	3	i	-5	.	i	i	i	i	i	i	i
COc1cc(C(C(=O)NC2CCCC2)N(Cc2ccco2)C(=O)c2snc(C(N)=O)c2N)cc(OC)c1OC (stereo unspecified)	-2	i	-2	3	i	i	i	i	i	i	i
O=C(Nc1ccc(NC(=O)c2ccco2)cc1)c1ccc2c(c1)OCCO2	-5	i	-10	-1	i	i	i	i	i	i	i
O=[N+]([O-])c1ccc(Cl)c(/C=N/N2CCN(Cc3ccccc3Cl)CC2)c1	-6	i	-11	8	i	i	i	i	i	i	i
CCOC(=O)CC(=O)CSc1nc2nc(C)cc(C)n2n1	-1	i	-3	-4	i	i	i	i	i	i	i
CCOc1ccc(NC(=O)C2C(c3ccccc3)C2(Cl)Cl)cc1 (stereo unspecified)	3	i	-3	5	i	i	i	i	i	i	i
NC(=O)NCC(c1ccccc1)C1CCCCC1 (stereo unspecified)	4	i	-3	.	i	i	i	i	i	i	i
O=C1c2ccccc2C(=O)N1CCC(=O)N1CCCc2ccccc21	-8	i	-2	2	i	i	i	i	i	i	i
COc1ccc(NC(=O)c2ccco2)cc1NC(=O)c1ccc(C#N)cc1F	-14	i	-10	-6	i	i	i	i	i	i	i
O=C(c1ccc(Cl)s1)N1CCCC(N2CCN(c3ccc(F)cc3)CC2)C1 (stereo unspecified)	7	i	-10	-4	i	i	i	i	i	i	i
N#CC(C#N)=Cc1ccccc1OCc1ccccc1	11	i	-2	.	i	.	i	i	i	i	i
COc1cccc(C(=O)NC(=O)Nc2cc(C)on2)c1	1	i	-4	-3	i	i	i	i	i	i	i
CC1CCCCC1NC(=O)COC(=O)c1ccc(S(=O)(=O)NCc2ccco2)cc1 (stereo unspecified)	2	i	-12	-5	i	i	i	i	i	i	i
O=C(C(=O)N1CCN(c2ccccc2F)CC1)c1c[nH]c2ccccc12	10	i	-11	.	i	i	i	i	i	i	i
CCCCC[n+]1ccn(-c2nc3ccccc3nc2[N-]S(=O)(=O)c2ccccc2)c1	6	i	-3	11	i	i	i	i	i	i	i
Cc1cccc(NC(=S)N/N=C/c2cccc([N+](=O)[O-])c2)c1	-1	i	-6	2	i	i	i	i	i	i	i
Cc1noc(C)c1COC(=O)COc1cccc2c1OC(C)(C)C2	.	i	-8	7	i	i	i	i	i	i	i
O=C(CN1C(=O)NC2(CCCC2)C1=O)Nc1nc(-c2ccccc2)cs1	-11	i	-3	3	i	i	i	i	i	i	i
COc1cc(Cl)c(C)cc1NC(=O)c1ccc(NS(=O)(=O)c2ccc(F)c(F)c2)cc1	-6	i	-14	1	i	i	i	i	i	i	i
O=C(Nc1nnc(SCc2ccc(Cl)cc2Cl)s1)C1COc2ccccc2O1 (stereo unspecified)	-1	i	-14	-5	i	i	i	i	i	i	i
C/C(=N\NC(=S)NCc1ccccc1)c1cccc(Br)c1	0	i	1	-3	i	i	i	i	i	i	i
CCOc1cccc(C(=O)Nc2ccc3oc(-c4cccnc4)nc3c2)c1	-3	i	-9	1	i	i	i	i	i	i	i
O=C(COc1ccc(Br)cc1)Nc1ccc(NC(=O)c2ccccc2)cc1	3	i	-7	-6	i	i	i	i	i	i	i
CCOc1ccccc1/C=C(/NC(=O)c1ccccc1)C(=O)N(CC)CC	14	i	-5	-4	i	i	i	i	i	i	i
Cc1oc2ccc(OC(=O)c3cccs3)cc2c1C(=O)OC(C)C	-8	i	-8	2	i	i	i	i	i	i	i

Assay outcomes: PubChem, several laboratories
